Screening results (PubChem BioAssay)
CHO-K1 Ca ag = counter-screen for M1 agonists: effect in parental CHO-K1 cells; activation, % at 3 µM; hit rate 0.48% among 360,000; Fluo-8 calcium fluorescence; scaled to maximal ATP response, vehicle zero; in the data active = activation above about 15%;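 also: untransfected CHO-K1 host cells lacking M1 receptor as counterscreen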
CHRM5 antagonist = CHRM5 antagonism in calcium assay; P08912; CHO-hM5 cells, Fluo-8 calcium fluorescence, ACh EC80; inhibition, % at 3 µM; hit rate 0.59% among 360,000; AID 624040;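 active = inhibition above a per-plate cutoff, the mean of that plate's test compounds plus 3 SD, cut at about 27% in these data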;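 also: 0% = acetylcholine EC80 with DMSO and 100% = DMSO without agonist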
Target sequence (P08912 whole entry, looked up): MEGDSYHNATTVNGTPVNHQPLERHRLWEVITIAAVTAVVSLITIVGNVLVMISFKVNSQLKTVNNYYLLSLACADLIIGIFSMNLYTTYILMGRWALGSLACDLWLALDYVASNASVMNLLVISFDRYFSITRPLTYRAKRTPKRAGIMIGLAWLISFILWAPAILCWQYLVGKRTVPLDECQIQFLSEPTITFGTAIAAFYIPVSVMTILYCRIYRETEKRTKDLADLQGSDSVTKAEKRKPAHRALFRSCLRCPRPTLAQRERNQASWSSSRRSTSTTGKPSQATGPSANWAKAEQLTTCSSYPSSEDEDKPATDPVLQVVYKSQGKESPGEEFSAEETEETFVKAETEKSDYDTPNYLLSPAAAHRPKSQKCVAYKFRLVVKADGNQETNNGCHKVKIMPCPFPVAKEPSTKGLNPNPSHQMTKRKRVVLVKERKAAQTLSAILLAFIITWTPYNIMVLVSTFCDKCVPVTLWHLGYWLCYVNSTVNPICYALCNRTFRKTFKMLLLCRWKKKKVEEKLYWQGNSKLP
CHO-K1 Ca PAM = counter-screen for M1 PAMs: effect in parental CHO-K1 cells; ATP EC20, Fluo-8 calcium fluorescence; 0% at ATP EC20, 100% at ATP max; activation, % at 3 µM; hit rate 0.02% among 360,000; AID 602247;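 active = activation above the run cutoff, the mean activation of all test compounds plus 3 SD, cut at about 40% in these data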;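 also: peak over basal fluorescence ratio in a 140 s read after ATP addition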
CHRM4 antagonist = CHRM4 antagonism in calcium assay | AID 624125 | CHO-hM4 cells, ACh EC80, Fluo-8 calcium fluorescence | hit rate 0.73% among 360,000 | P08173 | inhibition, % at 3 µM;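 active = inhibition above its plate's cutoff, the mean inhibition of sample wells plus 3 SD, cut at about 27% in these data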;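 also: 0% = acetylcholine EC80 with DMSO and 100% = DMSO without agonist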
M5 PAM = positive allosteric modulators of human muscarinic M5 receptor; P08912; CHO-K1 hM5, Fluo-8 calcium, ACh EC20 PAM; 0% = ACh EC20, 100% = ACh EC100; activation, % at 3 µM; hit rate 0.3% among 360,000; AID 624038;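 active = activation above the run cutoff, the mean activation of all test compounds plus 3 SD, cut at about 18% in these data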
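Replicates: One well per compound, no replicates | System: Human M5 receptor in CHO-K1 cells | Benchmarks: Low control EC20 acetylcholine (0%), high control EC100 acetylcholine (100%) | Probe or stimulus: Acetylcholine, EC20 level | Times: Fluo-8 loading 80 min at 37 °C plus 30 min room temperature | Signal: Intracellular calcium via Fluo-8 fluorescence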
M4 PAM = positive allosteric modulators of human muscarinic M4 receptor; P08173; CHO-K1 hM4/Gqi5, Fluo-8 calcium fluorescence, ACh EC20; 0% = ACh EC20, 100% = maximal ACh; activation, % at 3 µM; hit rate 0.4% among 360,000; AID 624126;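 active = activation above its plate's cutoff, the mean activation of sample wells plus 3 SD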; also: some results filed as inactive read as strong as hits
M4 ag = CHRM4 agonism in calcium assay; P08173; CHO-K1 hM4/Gqi5, Fluo-8 calcium fluorescence; vehicle 0%, full acetylcholine response 100%; activation, % at 3 µM; hit rate 0.14% among 360,000; AID 624127;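 active = activation above the run mean over all test wells plus 3 SD, cut at about 32% in these data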;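 also: peak over basal fluorescence ratio per well then scaled between controls; 0% = DMSO wells and 100% = acetylcholine at EC100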
CHRM5 agonist = agonists of human muscarinic M5 receptor (CHRM5). P08912. CHO-K1 hM5 cells, Fluo-8 calcium fluorescence; 0% DMSO wells, 100% maximal acetylcholine response. activation, % at 3 µM. hit rate 0.19% among 360,000. AID 624037;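 active = activation above the run's mean over test compounds plus 3 SD, cut at about 23% in these data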;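 also: signal is peak over basal fluorescence ratio across the kinetic read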
CHO-K1 Ca antag = counter-screen for M1 antagonists: effect in parental CHO-K1 cells; ATP-induced calcium, Fluo-8 fluorescence; AID 602250; inhibition, % at 3 µM; hit rate 0.6% among 360,000;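 active = inhibition above a per-plate cutoff, the plate's mean sample inhibition plus 3 SD, cut at about 24% in these data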;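 also: 0% = DMSO plus EC80 ATP and 100% = DMSO alone without ATP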
* = called active by the depositor; · = no result given.

Structure	CHO-K1 Ca ag	CHRM5 antagonist	CHO-K1 Ca PAM	CHRM4 antagonist	M5 PAM	M4 PAM	M4 ag	CHRM5 agonist	CHO-K1 Ca antag
COc1cc(-c2cc(=O)c3c(C)cc(O)cc3o2)cc(OC)c1OC	0.0	1	-15	8	-5	-2	2	-2	-6
COc1ccc(CN2CCC(C(N)=O)CC2)cc1OCc1ccccc1	0.0	6	4	2	1	0	1	-3	7
CCOC(=O)c1sc(N(Cc2ccccc2)C(=O)COC(=O)c2ccc(O)cc2)nc1C	0.8	13	14	-5	-12	-1	0	-3	-4
COC(=O)c1c(-c2ccccc2)noc1-c1ccccc1	-0.2	-2	6	1	4	-5	-2	2	0
COc1ccc(-c2noc(N3CCC(C(=O)Nc4ccccc4F)CC3)n2)cc1	-0.2	-4	-1	-3	4	1	1	-1	10
CCCCOc1ccc(C(=O)NC)cc1	-0.3	-2	7	-4	0	1	0	1	3
COc1nccnc1NS(=O)(=O)c1ccc(N/C=C2\CCCCC2=O)cc1	1.0	4	20	-4	-1	6	1	-4	-1
COc1cc(O)c(C(CCN2CCN(c3ccccc3)CC2)c2ccc(N(C)C)cc2)c(OC)c1 (centres undefined)	0.6	4	-4	8	3	-4	3	-4	5
Cc1ccc(/C=N/NC(=O)CNC(=O)c2cccs2)o1	0.8	-1	8	17	3	13	2	-2	-3
O=S(=O)(Nc1cccc(-c2nnco2)c1)c1ccc(Cl)cc1	2.5	5	14	-2	-4	-10	4	0	-4
CCS(=O)(=O)c1nc(S(=O)(=O)c2ccc(Cl)cc2)c(NCCCN2CCOCC2)s1	1.4	7	10	-9	-6	-1	1	-4	-13
CC(=O)/C(N=Nc1ccc(C(=O)O)cc1[N+](=O)[O-])=C(\C)O	0.4	6	-6	-1	3	3	1	4	-6
CC(=O)Nc1cccc(-c2nc3ccccc3n2C(C)C(=O)NC(C)(C)C)c1 (centres undefined)	·	-6	·	-4	4	14	2	-1	·
NC(=O)CSc1nnc(-c2ccccn2)n1Cc1ccco1	0.5	0	14	6	2	-3	1	0	-9
COc1ccc(-c2nc(SCC(=O)Nc3cccc(S(N)(=O)=O)c3)n[nH]2)cc1	0.5	-1	9	-5	1	2	0	2	-2
C[C@@H]1CN([C@H](C)CO)C(=O)CCCn2cc(nn2)CO[C@H]1CN(C)S(=O)(=O)c1cccc(C#N)c1	-0.3	-1	1	-4	5	0	1	1	6
Cc1c2cnn(CC(=O)NCCCN3CC(C)CC(C)C3)c(=O)c2c(C)n1Cc1ccccc1Cl (centres undefined)	0.1	-3	-1	7	3	-9	1	-12	0
C/C(=N/NC(=O)CSc1nc2ccccc2s1)c1ccncc1	1.7	13	-13	5	-10	9	2	-3	4
CCOC(=O)CSc1ccc(C(=O)NCCCN2CCOCC2)cc1[N+](=O)[O-]	0.8	10	16	27*	3	-17	0	-8	-6
COc1ccc(C(=O)N/N=C\c2coc3ccc(C)cc3c2=O)cc1	-0.2	0	2	-10	-1	1	1	-2	13
Cc1c(CC(=O)NCC(=O)O)c(=O)oc2cc3occ(-c4ccccc4)c3cc12	0.1	2	21	-9	7	5	1	-10	-13
C=CCn1c(=O)c(C(=O)Nc2cccnc2)c(O)c2ccccc21	0.2	-10	11	2	2	1	0	-4	-3
CN(C(=O)c1ccno1)c1nnc(-c2ccccn2)s1	-0.1	10	-6	-4	-8	12	1	-1	11
COc1cc(NC(=S)NC(=O)c2ccc(F)cc2)ccc1NC(=O)c1ccco1	0.6	2	19	-13	-4	10	1	-4	-5
CN(CCOc1ccc(F)cc1)Cc1ccccc1	0.4	1	-3	-7	-3	-4	1	-3	-8
COC(=O)NCC(c1ccco1)N1CCN(c2ccc(OC)cc2)CC1 (centres undefined)	0.4	5	-18	-6	-2	4	0	2	4
O=S(=O)(CCOc1ccccc1)c1nc2ccccc2[nH]1	0.3	-1	0	19	2	3	1	2	0
CCc1nnc(N/N=C/c2c(C)[nH]c3ccccc23)n1N	-0.1	-20	-6	-11	7	-3	1	2	1
O=C(NCc1nc2ccccc2[nH]1)C1=C[C@@H](c2ccc(C(F)(F)F)cc2)C[C@@H](OCCCCO)O1	0.1	6	11	0	2	-1	1	6	-11
COc1cc(CO)ccc1OCC(=O)Nc1ccc(Br)cc1	1.1	-8	17	7	-4	-1	2	2	-14
CCc1nc2c(OCC(=O)c3ccc(Cl)cc3Cl)cccn2c1N(C)C(=O)c1cccs1	2.2	1	22	-3	-2	-2	4	-3	-16
Cc1ccc(S(=O)(=O)NCC(c2ccco2)N2CCc3ccccc32)cc1 (centres undefined)	-0.7	4	5	-6	-8	-6	1	-5	-1
CC(=O)OCC1OC(n2c(-c3ccc(Cl)cc3)ccc(C#N)c2=S)C(OC(C)=O)C(OC(C)=O)C1OC(C)=O (centres undefined)	0.2	2	-18	-13	-5	1	1	6	-2
COc1ccc2nc(-c3ccccc3)nc(C3CCCCC3)c2c1	1.1	-6	24	0	9	0	1	3	-13
NC(=S)NN=C1CCSCC1	0.6	1	0	2	5	1	0	-3	-5
COc1ccccc1Nc1ccncc1[N+](=O)[O-]	0.4	-1	3	-4	5	7	1	-2	-5
O=C(c1ccccc1-n1cccn1)N1CCc2c([nH]c3ccccc23)C1c1ccccn1 (centres undefined)	2.9	3	4	3	1	-7	10	-1	0
CCOn1c(=O)c(-c2ccc(OC)cc2)[n+]([O-])c2ccccc21	-0.4	-7	8	0	-1	-3	0	-8	-6
O=C(NCC1CCN(c2ccc(S(=O)(=O)N3CCOCC3)cc2)CC1)Nc1ccccc1	6.0	-6	11	0	2	-6	9	1	-17
CN(C)c1nc(C#N)nc(N2CCOCC2)n1	-0.2	-1	8	0	3	11	0	1	-7

Entries listed above printed as active in CHRM4 antagonist:
SMILES | CHRM5 antagonist | CHRM4 antagonist | M5 PAM | M4 PAM | M4 ag | CHRM5 agonist
CCOC(=O)CSc1ccc(C(=O)NCCCN2CCOCC2)cc1[N+](=O)[O-] | 10 | 27* | 3 | -17 | 0 | -8

New compounds follow
Structure	CHO-K1 Ca ag	CHRM5 antagonist	CHO-K1 Ca PAM	CHRM4 antagonist	M5 PAM	M4 PAM	M4 ag	CHRM5 agonist	CHO-K1 Ca antag
CCN1C(=O)CCC(C(=O)O)C1c1ccc(OC)cc1 (centres undefined)	1.5	3	5	-7	2	1	3	2	-7
COc1cc(CN2CCN(C(C)C)C(CCO)C2)ccc1OCc1ccccc1 (centres undefined)	0.5	3	20	4	-1	-7	1	-5	-1
COc1cc(S(=O)(=O)N(Cc2cccs2)CC2CCCO2)ccc1-n1cnnn1 (centres undefined)	1.1	-6	4	-6	-2	-8	3	-2	1
O=C(OCC(=O)N1CCOCC1)c1ccccc1SCC(=O)N1CCCC1	0.3	2	9	2	0	0	1	-1	-6
C[C@@H](O)Cc1cn(CC(=O)NCCCCCCCCCCC(=O)N2CCNCC2)nn1	1.4	5	-6	4	5	5	1	-3	5
N#Cc1c(-c2ccco2)cc(C2CC2)nc1SCC(=O)c1ccccc1	0.2	-2	5	0	2	8	2	0	-17
C[C@@H](C(=O)NCC1CC1)[C@H]1C[C@]1(C)[C@H](NC(=O)OCc1ccccc1)c1ccccc1	-0.7	3	17	-15	3	12	4	3	-21
COc1ccccc1-c1nc2ccccc2c(=O)n1NC(=O)c1cccs1	-0.3	4	-11	9	-4	-4	1	-4	16

Gathered by group, those above with four or more nitrogen atoms (15)
Structure	CHO-K1 Ca ag	CHRM5 antagonist	CHO-K1 Ca PAM	CHRM4 antagonist	M5 PAM	M4 PAM	M4 ag	CHRM5 agonist	CHO-K1 Ca antag
COc1ccc(-c2noc(N3CCC(C(=O)Nc4ccccc4F)CC3)n2)cc1	-0.2	-4	-1	-3	4	1	1	-1	10
COc1nccnc1NS(=O)(=O)c1ccc(N/C=C2\CCCCC2=O)cc1	1.0	4	20	-4	-1	6	1	-4	-1
CC(=O)Nc1cccc(-c2nc3ccccc3n2C(C)C(=O)NC(C)(C)C)c1 (centres undefined)	·	-6	·	-4	4	14	2	-1	·
NC(=O)CSc1nnc(-c2ccccn2)n1Cc1ccco1	0.5	0	14	6	2	-3	1	0	-9
COc1ccc(-c2nc(SCC(=O)Nc3cccc(S(N)(=O)=O)c3)n[nH]2)cc1	0.5	-1	9	-5	1	2	0	2	-2
C[C@@H]1CN([C@H](C)CO)C(=O)CCCn2cc(nn2)CO[C@H]1CN(C)S(=O)(=O)c1cccc(C#N)c1	-0.3	-1	1	-4	5	0	1	1	6
Cc1c2cnn(CC(=O)NCCCN3CC(C)CC(C)C3)c(=O)c2c(C)n1Cc1ccccc1Cl (centres undefined)	0.1	-3	-1	7	3	-9	1	-12	0
C/C(=N/NC(=O)CSc1nc2ccccc2s1)c1ccncc1	1.7	13	-13	5	-10	9	2	-3	4
CN(C(=O)c1ccno1)c1nnc(-c2ccccn2)s1	-0.1	10	-6	-4	-8	12	1	-1	11
CCc1nnc(N/N=C/c2c(C)[nH]c3ccccc23)n1N	-0.1	-20	-6	-11	7	-3	1	2	1
O=C(c1ccccc1-n1cccn1)N1CCc2c([nH]c3ccccc23)C1c1ccccn1 (centres undefined)	2.9	3	4	3	1	-7	10	-1	0
O=C(NCC1CCN(c2ccc(S(=O)(=O)N3CCOCC3)cc2)CC1)Nc1ccccc1	6.0	-6	11	0	2	-6	9	1	-17
CN(C)c1nc(C#N)nc(N2CCOCC2)n1	-0.2	-1	8	0	3	11	0	1	-7
COc1cc(S(=O)(=O)N(Cc2cccs2)CC2CCCO2)ccc1-n1cnnn1 (centres undefined)	1.1	-6	4	-6	-2	-8	3	-2	1
C[C@@H](O)Cc1cn(CC(=O)NCCCCCCCCCCC(=O)N2CCNCC2)nn1	1.4	5	-6	4	5	5	1	-3	5
